# From PubChem
# miR-122 sensor – inhibitors of miR-122 in Huh7 cells. Huh7 miR-122 Renilla luciferase sensor, 48 h; neutral wells = 0, positive control = 100. activation (reporter increase), % at 12.5 µM. 340,000 tested, 0.3% active. AID 602342;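 active means mean replicate activation score at least 90 and every replicate individually at or above 90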;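 further: higher luciferase means less miR-122 activity so hits act as miR-122 inhibitors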
# Active calls of the source: *.
structure	miR-122 sensor
O=C(CCCCn1c(=O)c2ccccc2n(Cc2ccc(F)cc2Cl)c1=O)NCc1ccco1	0
COC(=O)c1cc(NC(=O)c2cccc(C(F)(F)F)c2)c(=O)oc1C/C=N/OCc1cccc(Cl)c1Cl	-5
O=C1c2ccccc2C(=O)N1CCCOc1ccccc1	-6
NC(=O)C1Cc2ccccc2CN1C(=O)c1nn(Cc2ccccc2)c(=O)c2ccccc12 (configuration not stated)	-13
Cc1cccc(Oc2ccccc2NC(=O)c2cnccn2)c1	-6
CCCC(=O)NC(NC(=S)Nc1c(C)n(C)n(-c2ccccc2)c1=O)C(Cl)(Cl)Cl (configuration not stated)	-2
O=C(CN(Cc1ccc(F)cc1)C(=O)CCC(=O)Nc1ccccn1)NCc1ccco1	-5
O=C(NNC(=O)c1ccccc1-n1cccc1)c1ccc(Cl)cc1Cl	-4
CN(C)S(=O)(=O)c1cccc(C(=O)OCC(=O)Nc2sccc2C#N)c1	-2
COc1ccccc1S(=O)(=O)n1cc(Cc2ccccc2)c(N)n1	10
CCOC(=O)c1sc2ncn(C(CC)C(=O)OCC)c(=O)c2c1C (configuration not stated)	-4
COc1ccc(C(=O)Cn2nnc(-c3ccccc3NC(=O)c3ccco3)n2)cc1	6
COc1cccc(C(=O)CN2CCN(S(=O)(=O)c3ccc(Br)cc3)CC2)c1	-3
CN1CCN(C2=C(Cl)C(=O)N(c3ccc(Cl)c(Cl)c3)C2=O)CC1	-2
O=C(c1ccc([N+](=O)[O-])cc1)n1nc(-c2ccccc2)nc1NCc1ccccc1	8
CC(C)OC(=O)c1nnn(-c2nonc2N)c1CN1CCc2ccccc2C1	4
Cc1cccc(OCc2nnc(SCC(=O)N3c4ccccc4CC3C)n2C)c1C (configuration not stated)	-1
CCOC(=O)/C=C1\NC(=O)CS1	-2
COC(=O)c1ccc(C(=S)N2CCOCC2)cc1	-2
O=C(c1cccs1)N(Cc1ccco1)c1nc(-c2ccc(F)cc2)cs1	-7
COc1ccc(-n2c(=O)c3ccccc3n(CC(=O)NC3CCCC3)c2=O)cc1	-2
Cc1ccc(C(=O)Nc2ccccc2NC(=O)c2ccc(C)o2)o1	3
COc1cc(NC(=O)Cn2nnc(-c3ccccc3N)n2)cc(OC)c1	-4
c1cc(-c2noc(CCC3CCCC3)n2)ccn1	-2
CC(=O)Nc1ccc(C(=O)CS(=O)(=O)c2ccc(C)cc2)cc1	15
Fc1ccc(-c2nnc(-c3ccc(Cl)cc3)o2)cc1	-4
CCN(CC)S(=O)(=O)c1ccc(N=N/C(C(C)=O)=C(/C)O)cc1	2
CC(C)(CN=C1NS(=O)(=O)c2ccccc21)CNC(=O)CN1C(=O)c2ccccc2C1=O	2
COc1ccc(CCNC(=O)CN2C(=O)c3ccccc3C2=O)cc1	0
C/C(NCCCn1ccnc1)=C(\C#N)C(N)=O	-2
CCOc1cc(S(=O)(=O)N2CCOCC2)ccc1F	1
COc1ccc2c(c1OC)C(=O)OC2Nc1ccccn1 (configuration not stated)	-6
CCn1c(=O)c(C(=O)NCc2ccc(OC)cc2)c(O)c2ccccc21	-6
O=C(NCCCc1ccccc1)c1ccc(F)cc1	-4
Cc1ccc(C(C)n2cc(C(=O)NCc3ccncc3)nn2)cc1 (configuration not stated)	25
COc1cccc(C(=O)N(Cc2nc(-c3cccc(C)c3)no2)C(C)C)c1OC	0
CN(C)c1cccc(C(=O)OCC(=O)NCC2CCCO2)c1 (configuration not stated)	5
Cc1ccc(-c2csc(NC(=O)CN3CCOCC3)n2)cc1C	-4
COC(=O)C1=C(C)NC(C)=C(C(=O)OC)C1C1CC=CCC1 (configuration not stated)	-3
COc1ccc(S(=O)(=O)N2CCCC(C(=O)N3CCOCC3)C2)cc1C (configuration not stated)	-1
Nc1ccc2c(c1)Cc1c(F)cccc1-2	-5
O=C1C=C(NCCNc2c(F)c(F)c(CO)c(F)c2F)CCC1	2
CCOC(=O)c1cc(-c2cccs2)nc2onc(C)c12	-6
COc1ccc(/C(O)=C2\C(=O)C(=O)N(CCN(C)C)C2c2cccc(OC)c2OC)cc1Cl (configuration not stated)	-4
Cc1ccc(S(=O)(=O)/N=C(\c2ccc(Cl)cc2)N2CCOCC2)cc1	1
O=C(CC1CCCC1)Nc1ccc2c(c1)CCC2	-2
COC(=O)CCCC1=CC2=CC(=O)C(C)(OC(=O)CCc3ccccc3)C(=O)C2=CO1 (configuration not stated)	-3
CCN(CC)CCN=C1CCCc2ccccc2N1	-7
CCCS(=O)(=O)N1CCCC(C(=O)NCCN2CCOCC2)C1 (configuration not stated)	-1
CC1CCN(c2ccc(NC(=S)NC(=O)c3ccco3)cc2)CC1	3
CC(NC(=O)C(NC(=O)C1CCCN1C(=O)OC(C)(C)C)C(C)C)C(N)=O (configuration not stated)	2
CCn1c(CNc2ccc(Cl)cc2)nnc1SCCN1CCCCC1	13
CCN(CC)CCNC(=O)Cn1nc(Cc2ccccc2)c2ccccc2c1=O	-14
CNc1nc(Nc2ccc(C(C)=O)cc2)nc(OC(C(F)(F)F)C(F)(F)F)n1	-1
O=C(CSc1nc2c(cnn2-c2ccccc2)c(=O)[nH]1)N1CCOCC1	2
CCC(C)(C)C(=O)Nc1ncc(S(=O)(=O)c2ccc([N+](=O)[O-])cc2)s1	-5
O=C(CCCCn1c(=O)c2ccccc2n(CC(=O)Nc2cccc(F)c2)c1=O)NCc1ccco1	-7
CCOC(=O)c1c(SC)nc(SC)c2c1CCC2	4
O=C(CSc1nnc(-c2ccc(OC(F)F)cc2)o1)N1CCOCC1	0
Cn1c(=O)c2c(nc(NCc3ccccc3)n2CCCc2ccccc2)n(C)c1=O	-4

# Another view of some results above.
CCOc1cc(S(=O)(=O)N2CCOCC2)ccc1F
  miR-122 sensor: 1

COc1ccc2c(c1OC)C(=O)OC2Nc1ccccn1 (configuration not stated)
  miR-122 sensor: -6

CCn1c(=O)c(C(=O)NCc2ccc(OC)cc2)c(O)c2ccccc21
  miR-122 sensor: -6

# Further records
structure	miR-122 sensor
CCOC(=O)c1[nH]c2ccc(F)cc2c1N=C(C)N(CC)CC	-3
COc1cccc(-c2cc(C(=O)N3CC4(C)CC3CC(C)(C)C4)no2)c1 (configuration not stated)	40
O=C(NC(=S)N1CCN(c2ccc(Cl)cc2[N+](=O)[O-])CC1)c1cccs1	1
CCC(CC)C(=O)Nc1nc(-c2ccc3c(c2)CCN3C(=O)C2CC2)c(C)s1	3
CN1C(=O)C2(N=c3ccccc3=N2)c2ccccc21	1
COc1ccc(CNC(=O)Cc2cccs2)cc1	-2
CCCNC(=O)N1CCN(c2ncccn2)CC1	-5
Nc1c(C(=O)Nc2nccs2)sc2nc(-c3cccs3)cc(C(F)(F)F)c12	12
CCCCOc1nc2ccccc2nc1C(C#N)C(=O)NC1CCCCC1 (configuration not stated)	2
COC(=O)c1ccc(CSc2ccccc2C)o1	0
COC(=O)c1cc(C#N)c(N(C)Cc2ccccc2)nc1C	1
C=CCn1c(=N)n(CC(=O)O)c2ccccc21	-3
Cc1ccc(N=C2N=C(N)c3ccccc32)c(C)c1	5
CO/N=C/NC(=O)NOCc1ccc(Cl)cc1Cl	-7
Cc1cc(NC(=O)CCCOc2ccc(Cl)cc2Cl)no1	4
Cc1c(NC(=O)NC(C)N2C(=O)C3C4C=CC(C4)C3C2=O)c(=O)n(-c2ccccc2)n1C (configuration not stated)	-2
O=C1CCCc2ccccc2N1Cc1c(Cl)cccc1Cl	0
CCOC(=O)c1c(C)oc2c1c1c(c3ccccc32)OCN(Cc2cccnc2)C1	2
CCOC(=O)c1cnc(SCC(=O)Nc2cc(C(F)(F)F)ccc2N2CCOCC2)nc1N	-3
O=S(=O)(c1ccc2ccccc2c1)N1CCN(S(=O)(=O)N2CCOCC2)CC1	-4
CCn1c2ccccc2c2cc(NS(=O)(=O)c3ccc(C)cc3)ccc21	29
CCN(CC)CCCn1c(C)cc2c(c1=O)C(c1ccccc1)C(C#N)=C(N)O2 (configuration not stated)	-6
Cn1c(Cc2cccs2)nnc1SC/C=C/c1ccccc1	13
CCc1ccc(-c2cc(C(F)(F)F)n3nc(C(=O)Nc4cnn(Cc5ccccc5C)c4)cc3n2)s1	-7
CSc1ccc(-c2nnn(Cc3ccccn3)n2)cc1	1
Cc1cc(C)c(S(=O)(=O)/N=C2/C=C(SCC(=O)O)C(=O)c3ccccc32)cc1C	7
CCCC1(CCC)NC(=O)N(CC(=O)Nc2cccc(OC)c2)C1=O	-4
CCOC(=O)C1=C(C)NC(SC)=NC1c1ccc(OC)cc1 (configuration not stated)	-6
CCOC(=O)c1ccc(Nc2nnc3nc(C)cc(C)n23)cc1	-7
COc1ccccc1NC(=O)CCC(=O)Nc1nnc(C(F)(F)F)s1	-3
C1CCC(n2nnnc2CN2CCN(C3CCCC3)CC2)CC1	-2
COc1ccccc1NC(=O)CN1CCN(S(=O)(=O)c2ccc(Br)cc2)CC1	-3
O=C(CN(C(=O)CCC(=O)Nc1nccs1)c1ccccc1F)NCC1CCCO1 (configuration not stated)	1
Cc1cc(NC(c2cccnc2)c2ccc3cccnc3c2O)no1 (configuration not stated)	-2
CCn1c(NC(=O)C2CCCCC2)nc2ccccc21	6
CN(Cc1ccccc1)c1oc(-c2ccco2)nc1C#N	-8
CCOc1ccc(NC(=O)CSc2nc3cccnc3n2CC)cc1	-3
Cc1cccc(C(=O)NC(=S)Nc2ccc(S(=O)(=O)N3CCN(C)CC3)cc2)c1	4
O=C(NC(=O)N1CCN(c2ccc(F)cc2)CC1)c1ccccc1	-6
Cc1ccc(C)c(N(CC(=O)NC2CCCC2)C(=O)CCCC(=O)Nc2ccccn2)c1	14
Cc1ccnc(NC(=O)c2cccc(NS(=O)(=O)c3ccccc3C)c2)c1	14
COc1ccc(NC(C)c2cc(Cl)ccc2O)cc1 (configuration not stated)	1
CCOc1ccc(-n2c(SCC(=O)Nc3ccc(OC)cc3)nc3c(c2=O)SCC3)cc1	-7
O=C(Cn1nnc2ccccc21)C1CC1	-11
CC1CC(N(C(=O)c2ccc(Cl)cc2)c2ccccc2)c2ccccc2N1C(=O)c1ccco1 (configuration not stated)	3
Cc1ccccc1-c1nnc(SCC(=O)NC2CCCCC2)o1	4
CC(C#CCN1CCCCC1)OCCOCc1ccccc1 (configuration not stated)	-1
C=CCn1c(N)c(C(=O)NCc2cccnc2)sc1=S	1
O=C(c1cccnc1NCc1ccc(F)cc1)N1CCOCC1	-1
O=C(CN1CCN(Cc2ccccc2Cl)C1=O)N1CCCCCC1	-6
COC(=O)c1ccc(NC(=O)CSCc2ccccc2)cc1	-2
C=CCn1c(SCC(=O)c2[nH]c(C)c(C(C)=O)c2C)nnc1-c1ccncc1	0
CCOC(=O)C1CCN(c2cc(C)nc3cc(-c4cccc(F)c4)nn23)CC1	-3
O=C1OC(C(=O)Nc2nccs2)Cc2ccccc21 (configuration not stated)	-3
CC[C@H](C)[C@H](NC(=O)[C@H](Cc1ccc(O)cc1)NC(=O)[C@@H](N)C(C)C)C(=O)N[C@@H](Cc1cnc[nH]1)C(=O)N1CCC[C@H]1C(=O)N[C@@H](Cc1ccccc1)C(=O)O	-1
COc1cc(Cl)cc(C2NC(=O)NC(C)=C2C(=O)NCc2ccccc2)c1O (configuration not stated)	3
CCOC(=O)N1CCN(C(=O)c2ccc3c(=O)n(Cc4ccc(OC)cc4)c(=S)[nH]c3c2)CC1	-3
O=C(Nc1cccc(F)c1)c1cc(S(=O)(=O)N2CCOCC2)ccc1N1CCCC1	-6
Cn1c(SCC(=O)Nc2ccc3c(c2)OCO3)nnc1-c1cnccn1	1
COC(=O)c1cc(Br)c(=O)n(Cc2ccc3c(c2)OCO3)c1	-2

# Arranged by molar mass (smallest number first): part of the list above.
structure	miR-122 sensor
CCOC(=O)/C=C1\NC(=O)CS1	-2
CN1C(=O)C2(N=c3ccccc3=N2)c2ccccc21	1
Cn1c(Cc2cccs2)nnc1SC/C=C/c1ccccc1	13
CCOC(=O)c1sc2ncn(C(CC)C(=O)OCC)c(=O)c2c1C (configuration not stated)	-4
CC(C)(CN=C1NS(=O)(=O)c2ccccc21)CNC(=O)CN1C(=O)c2ccccc2C1=O	2
CCOC(=O)c1cnc(SCC(=O)Nc2cc(C(F)(F)F)ccc2N2CCOCC2)nc1N	-3

# (next part)
structure	miR-122 sensor
COc1ccc(-c2cc(C(F)(F)F)nc(NCc3ccco3)n2)cc1OC	-1
Cc1ccc(-c2nnc(-c3ccccc3S(=O)(=O)Cc3ccc(Cl)cc3)o2)cc1	4
COc1cc(NC(=O)c2cc(-n3cnnc3)ccc2Cl)cc(OC)c1	-10
CC(=O)Cn1c(C(F)(F)F)nc2ccccc21	-7
Brc1cccc(-c2n[nH]c(-c3ccccc3)n2)c1	3
O=C1CC(SCCc2nc3ccccc3[nH]2)C(=O)N1c1ccc(Cl)cc1 (configuration not stated)	-4
COC(=O)c1ccccc1NC(=O)C1CCCN(S(=O)(=O)c2ccc(F)cc2)C1 (configuration not stated)	-4
CC(=O)c1n[nH]nc1Nc1nc(C)cc(C)n1	-8
CSc1ccc(-c2sc(Nc3ccccc3)n[n+]2-c2ccc(F)cc2)cc1	14
Cc1ccc(S(=O)(=O)N2CCOCC2)c(C)c1-n1cnnn1	5
Cc1ccc(-c2noc(CN(C(=O)CCCN3C(=O)c4ccccc4C3=O)C(C)C)n2)cc1	-6
Cc1cc(C)nc(Nc2nc(=O)c3ccccc3s2)n1	-2
COc1cc(NS(=O)(=O)c2ccc(F)cc2)c(OC)cc1NC(C)=O	-3
CC1(Cc2cc(Cl)ccc2C(F)(F)F)C(=O)Nc2cc(F)ccc21 (configuration not stated)	7
CCOc1ccc(C(=O)O)cc1OC	-1

# Not all compounds are listed; the hit share may differ from the screen's.
